Bioassay records deposited in PubChem BioAssay by Southern Research Specialized Biocontainment Screening Center.
H1N1 NS1A inhibition: H1N1 influenza NS1A inhibitors, functional cell based assay (AID 504329). NS1A functional cell-based assay, percent inhibition; higher % means a stronger effect. one-dose inhibition, % at 12.5 µM; IC50 in µM for titrated hits. 0.3% of 340,000 active; in the data active = a potency from the dose series; inconclusive = inhibition above about 27% without an active follow-up result; also: strong numbers were not always called active
M. tuberculosis HTS: M. tuberculosis growth inhibition, HTS (AID 449762); 0.59% of 330,000 active; M. tuberculosis H37Rv growth inhibition, 7H9 media; higher % means a stronger effect; one-dose inhibition, % at 25 µM; IC50 in µM for titrated hits; in the data active = a potency from the dose series; inconclusive = inhibition above about 70% without an active follow-up result;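 also: bacterial growth assessed after seven days of incubation; strong numbers were not always called active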
inhibitors of VEEV: inhibitors of VEEV TC-83 cytopathic effect, confirmation, Vero cells (AID 588727); Vero cells, VEEV TC-83 cytopathic effect inhibition; higher % means a stronger effect; 0.13% of 350,000 active; one-dose inhibition, % at 20 µM; IC50 in µM for titrated hits; in the data active = a potency from the dose series; inconclusive = inhibition mostly from about 14% at the one dose, without a potency; inactive = the rest, 99 in 100 with inhibition below about 12%; also: strong numbers were not always called active
tuberculosis growth: growth inhibition of non-replicating M. tuberculosis (AID 488890) | Mycobacterium tuberculosis non-replicating, growth inhibition; higher % means a stronger effect | inhibition, % at 25 µM, or IC50 in µM where a hit was titrated | 0.39% of 320,000 active; in the data active = a potency from the dose series; inconclusive = inhibition mostly from about 82% at the one dose, without a potency; inactive = the rest, 99 in 100 with inhibition below about 76%;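 also: plate controls were DMSO cells for no effect and high antibiotic wells for full effect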
Salmonella PhoP GFP: Inhibition of PhoP regulon, Salmonella typhi GFP reporter cells, confirmation, 4 h (AID 1850); Salmonella Typhi PhoP-promoter GFP reporter, fluorescence, 4 h; higher % means a stronger effect; inhibition, % at 50 µM, or IC50 in µM where a hit was titrated; 0.33% of 310,000 active; in the data active = a potency from the dose series; inconclusive = inhibition mostly from about 25% at the one dose, without a potency; inactive = the rest, 99 in 100 with inhibition below about 19%;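 also: 0% = induced wells with vehicle and 100% = uninduced wells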
inhibitors of VEEV 10K pilot screen: further read-out of inhibitors of VEEV, marked with its call; inhibition, %; measured here: 10K pilot screen inhibition
* = called active by the depositor; i = inactive; ? = inconclusive; nt = not tested or not shown.

SMILES	H1N1 NS1A inhibition	M. tuberculosis HTS	inhibitors of VEEV	tuberculosis growth	Salmonella PhoP GFP	others
COc1ccc(NC(C)=O)cc1NC(=O)CSc1nnc(-c2ccncc2)n1C	1%	-18%	1.9%	-10%	3%
COc1ccc(C2/C(=C(/O)c3ccc(F)cc3)C(=O)C(=O)N2c2ccccn2)cc1OC (centres undefined)	-4%	-4%	i	0%	6%
O=C(N/N=C/c1ccsc1)c1ccccn1	4%	?	1.8%	72%	6%
CC(=O)OCCNC(=O)Cn1cnc2c1c(=O)n(C)c(=O)n2C	-2%	2%	1.4%	-3%	-7%	inhibitors of VEEV 10K pilot screen=0.7
O=C(COC(=O)c1cc(Br)ccc1O)c1ccc(F)cc1	-4%	7%	0.8%	?	nt
O=C(CSc1nc(-c2ccc(Cl)cc2)cs1)Nc1cccc([N+](=O)[O-])c1	-5%	?	1.4%	?	-3%
CC(C)(O)CC[C@H](OC(=O)c1ccccc1)[C@](C)(O)[C@H]1CC[C@@]2(O)C3=CC(=O)[C@@H]4C[C@@H](O)[C@H](O)C[C@]4(C)C3CC[C@]12C (some centres undefined)	5%	-2%	i	1%	5%
Cc1ccc2oc(-c3ccccc3C(=O)O)cc(=O)c2c1	2%	-3%	1.2%	-11%	8%
CCC(=O)Nc1ccc(S(=O)(=O)Nc2cc(C)on2)cc1	-1%	-5%	i	-19%	2%
COCCNC(=O)c1cc(-c2ccccc2OC)on1	4%	-6%	5.9%	40%	1%
Cc1cc(OCC(=O)N(C)Cc2ccccc2)ccc1Cl	-5%	4%	i	68%	-8%
CCCCNC(=S)NNC(=O)c1c(Cl)c(C)nn1C	-1%	-1%	0.7%	-27%	-3%
CCN(CC)c1ccc(/C=C(\C#N)C(=O)NCc2ccccc2)cc1	0%	-5%	5.0%	-1%	-10%
CC12CCCCC1(O)[N+](=O)C1=C(CCCC1)N2[O-] (centres undefined)	-11%	-5%	0.5%	2%	0%
CC1CN(C(=O)Nc2ccc(F)cc2)C2(CCCCCC2)O1 (centres undefined)	6%	4%	0.4%	-6%	-2%
CC(C)NC(=O)CSc1nnc2sc3ccccc3n12	-7%	-2%	i	-1%	-3%
CCOc1ccccc1C(=O)NCC(=O)OCC(=O)N1C(C)CCCC1C (centres undefined)	3%	-7%	0.3%	-7%	-7%
O=C(CN1CC=C(c2ccccc2)CC1)NC(=O)NCc1ccco1	-1%	nt	1.0%	4%	-1%	inhibitors of VEEV 10K pilot screen=0.8
O=C(Nc1nnc(C2CCCC2)s1)C1CCN(S(=O)(=O)c2ccc(Cl)cc2)CC1	1%	-6%	0.5%	2%	-4%
O=C(O)C1C2OC3C(OC(=O)C31)C2Br (centres undefined)	-11%	nt	0.8%	nt	nt

4 compounds drawn at random from those above, as already listed:
SMILES	H1N1 NS1A inhibition	M. tuberculosis HTS	inhibitors of VEEV	tuberculosis growth	Salmonella PhoP GFP	others
COCCNC(=O)c1cc(-c2ccccc2OC)on1	4%	-6%	5.9%	40%	1%
CC(C)(O)CC[C@H](OC(=O)c1ccccc1)[C@](C)(O)[C@H]1CC[C@@]2(O)C3=CC(=O)[C@@H]4C[C@@H](O)[C@H](O)C[C@]4(C)C3CC[C@]12C (some centres undefined)	5%	-2%	i	1%	5%
O=C(CN1CC=C(c2ccccc2)CC1)NC(=O)NCc1ccco1	-1%	nt	1.0%	4%	-1%	inhibitors of VEEV 10K pilot screen=0.8
CC1CN(C(=O)Nc2ccc(F)cc2)C2(CCCCCC2)O1 (centres undefined)	6%	4%	0.4%	-6%	-2%

Other results
SMILES	H1N1 NS1A inhibition	M. tuberculosis HTS	inhibitors of VEEV	tuberculosis growth	Salmonella PhoP GFP	others
CCCCCCCCCNC(=O)[C@H](NC(=O)COc1ccccc1)[C@@H]1NC(C(=O)OC)C(C)(C)S1 (some centres undefined)	6%	8%	4.0%	16%	-1%
COC(=O)CSc1nnc(CCc2ccccc2)n1C	-6%	6%	i	-2%	8%
CC1CCc2c(sc3nc(CSc4nnnn4C)[nH]c(=O)c23)C1 (centres undefined)	-10%	?	1.3%	38%	16%
COc1ccccc1-n1c(N)c(C(=O)NCC2CCCO2)c2nc3ccccc3nc21 (centres undefined)	-15%	9%	8.3%	6%	-9%
Cc1cc(C)n(CC(=O)N/N=C/c2ccc3c(c2)OCO3)n1	-4%	-8%	1.4%	-30%	3%
Cc1ccc(-c2[nH]c3ccccc3c2SCCNC(=O)c2ccc(S(=O)(=O)N3CCOCC3)cc2)cc1	2%	-11%	0.7%	32%	2%	inhibitors of VEEV 10K pilot screen=0.9
CN1CCCN(C(=O)Cc2c(Cl)cccc2Cl)c2nc3ccccc3nc21	-14%	5%	4.1%	9%	-3%
Cc1ccc2[nH]c3c(=O)n(CC(=O)NCCCN(C)Cc4ccccc4)ncc3c2c1	7%	2%	i	28%	-3%
N#Cc1cc([N+](=O)[O-])ccc1NCCCn1ccnc1	-19%	3%	i	4%	14%
CCOc1ccc(CC2(CCc3ccncc3)C(=O)NC(=O)NC2=O)cc1	-5%	-1%	i	-12%	6%
COCCn1nc2cc(C(=O)NCc3cc(C(F)(F)F)cc(C(F)(F)F)c3)ccc2c1OC	12%	5%	0.3%	-12%	-2%
COc1ccccc1C(=O)NC(=O)COC(=O)c1nc2nc(C)cc(C)n2n1	0%	-1%	1.3%	-6%	0%
Cc1cccc(N2C(=O)C3CCC(c4ccccc4)CC3C2=O)c1 (centres undefined)	-6%	1%	1.9%	-12%	-4%
CCC(C(=O)OCC(=O)Nc1ccc(F)cc1)c1ccccc1 (centres undefined)	1%	-2%	i	56%	nt
COc1ccc(S(=O)(=O)NCC2CCCO2)c(Cl)c1Cl (centres undefined)	-5%	1%	i	8%	3%
O=C(O)C(O)(c1ccccc1)C1CCCCC1 (centres undefined)	-3%	1%	1.8%	33%	-6%
O=C(c1ccccc1)N1CCN(c2ccc([N+](=O)[O-])c(N3CCOCC3)c2)CC1	-4%	9%	0.2%	2%	-10%
C=CC[C@@H](CC(=O)N(CCO)Cc1ccccc1)C(=O)N[C@H](COC(=O)[C@@H](CC=C)Cc1ccc(F)cc1)Cc1c[nH]c2ccccc12	-2%	9%	i	23%	nt
Cc1ccc(N/C=C(/C#N)c2ccsc2)cc1C	-8%	-3%	i	3%	-8%
CN(CCCN1CCOCC1)C(=O)c1ccc2nc(Cc3cccc(Cl)c3)oc2c1	10%	5%	0.6%	5%	0%

A draw from above in order of molar mass, falling.
SMILES	H1N1 NS1A inhibition	M. tuberculosis HTS	inhibitors of VEEV	tuberculosis growth	Salmonella PhoP GFP	others
CCCCCCCCCNC(=O)[C@H](NC(=O)COc1ccccc1)[C@@H]1NC(C(=O)OC)C(C)(C)S1 (some centres undefined)	6%	8%	4.0%	16%	-1%
Cc1ccc2[nH]c3c(=O)n(CC(=O)NCCCN(C)Cc4ccccc4)ncc3c2c1	7%	2%	i	28%	-3%
COc1ccc(S(=O)(=O)NCC2CCCO2)c(Cl)c1Cl (centres undefined)	-5%	1%	i	8%	3%
Cc1ccc(N/C=C(/C#N)c2ccsc2)cc1C	-8%	-3%	i	3%	-8%

Further entries.
SMILES	H1N1 NS1A inhibition	M. tuberculosis HTS	inhibitors of VEEV	tuberculosis growth	Salmonella PhoP GFP	others
O=C(CCc1nc2ccccc2[nH]c1=O)OCC(=O)c1ccc(Cl)cc1	2%	6%	0.2%	-1%	1%
CC(=O)Nc1ccccc1Nc1cc(C#N)c(C#N)cc1[N+](=O)[O-]	0%	4%	2.0%	9%	1%
O=C1CC(c2ccc(F)cc2)Cc2nc(N3CCOCC3)ncc21 (centres undefined)	-5%	-6%	0.8%	-16%	-6%
COc1ccc(C(=O)CSc2nnnn2C)c(OC)c1	4%	0%	1.9%	-11%	4%	inhibitors of VEEV 10K pilot screen=1.0
CCOC(=O)CSc1nnnn1-c1cccc2ccccc12	4%	-3%	1.0%	72%	5%
COc1ccc(OC)c(-c2csc(NC(=O)c3ccc(OCC4CCCO4)cc3)n2)c1 (centres undefined)	3%	1%	3.0%	17%	-8%
O=C(/C(N=Nc1cccc(C(F)(F)F)c1)=C(/O)c1cccs1)C(F)(F)F	-23%	66%	0.7%	?	5%
CCOc1ccc2nc3cc(NCc4ccc(OC)cc4)ccc3c(N)c2c1	0%	?	37%	?	-12%
CN(C)c1nc2n(c(=S)n1)CCS2	1%	-6%	i	nt	-6%
Cc1cc(NC2CCCCC2)nc(-c2ccccc2O)n1	-2%	39µM*	3.2%	14%	2%
CCOC(=O)CC1C(=O)NCCN1C(=O)c1ccc(Cl)cc1 (centres undefined)	21%	-1%	i	-11%	3%
Cc1onc(-c2ccccc2)c1C(=O)N1CCN(c2ccccc2)CC1	-13%	-3%	5.2%	10%	0%
CCN(CC)C(=O)Cn1cc(C(=O)C(=O)N2CCN(c3ccccc3)CC2)c2ccccc21	7%	9%	0.1%	11%	-11%
OCCNc1nc2ccccc2n1-c1ccccc1	6%	-1%	0.5%	-23%	2%
Cc1ccc(S(=O)(=O)N(C)C)cc1NC(=O)CN1c2cccc3cccc(c23)S1(=O)=O	-3%	-4%	7.8%	13%	nt
CCN(CC)c1ccc(CNCc2cccs2)cc1	10%	12%	i	6%	5%
CCn1c(O)c(/C=C2\C=Nc3ccccc32)sc1=Nc1ccc(C)cc1	-6%	-1%	0.3%	3%	-2%
Cc1cccc(CC(=O)Nc2ccc(C(=O)N3CCCCC3)cc2)c1	-12%	9%	0.2%	27%	-5%
CCc1cccc(C)c1NC(=O)COC(=O)c1cc([N+](=O)[O-])ccc1N1CCOCC1	-6%	3%	7.9%	-16%	3%
O=c1c2c(O)cc(O)cc2oc2ccc(O)c(O[C@@H]3O[C@H](CO)[C@@H](O)[C@H](O)[C@H]3O[C@H]3O[C@H](CO)[C@@H](O)[C@H](O)[C@H]3O)c12	4%	-2%	0.5%	1%	16%
Cc1ccc(N2C(=O)c3cccc4c(N)ccc(c34)C2=O)c2cccnc12	20%	11%	11%	-3%	2%
COc1ccc(N(CC(=O)NCCSCc2cccc(Cl)c2)S(C)(=O)=O)cc1	4%	1%	i	-14%	-1%
CCSc1oc(-c2cccs2)nc1S(=O)(=O)c1ccccc1	-5%	-1%	2.2%	6%	-7%
CCOC(=O)c1cccc(P(=O)(C(C)(C)C)C(C)(C)C)c1	3%	-5%	0.7%	-8%	-7%
O=C(NCCN1CCOCC1)c1ccc2c(c1)N(Cc1ccccc1)C(=O)CS2	-1%	3%	1.4%	3%	0%
CCn1c(SCC(=O)NCc2ccccc2)nnc1-c1c[nH]c2ccccc12	6%	-7%	1.6%	0%	1%
CCN(CC)S(=O)(=O)c1cc(-c2nnc(-c3ccc(Br)cc3)o2)ccc1Cl	2%	28%	11%	7%	-18%
COc1ccc(OCCCC(=O)Nc2ncn[nH]2)cc1	-4%	1%	0.6%	22%	-1%
COc1cccc2c1OCC([C@@H]1C[C@H]3CN(Cc4cccc(Cl)c4)C(=O)[C@]34CCCN14)=C2	-1%	2%	3.4%	43%	-6%
CC(NC(=O)c1ccccc1)C(=O)N/N=C/c1ccco1 (centres undefined)	6%	-4%	2.0%	-18%	13%
O=C(Nc1ccccc1)c1cccc(C(F)(F)F)c1	-3%	7%	0.4%	74%	1%
O=c1[nH]cnc2nc3n(c12)CCCCC3	4%	16%	2.5%	4%	-11%
CS(=O)(=O)N(CC(=O)NCCSc1ccccn1)c1cccc2ccccc12	-9%	12%	0.0%	-12%	6%
CCn1c(C)cs/c1=N\S(=O)(=O)c1ccccc1	-2%	-10%	0.4%	-7%	-1%
COc1ccc(N2CCN(CC(O)COc3cc(C)ccc3C)CC2)cc1 (centres undefined)	-15%	10%	0.4%	23%	2%
CCCN1C2=NCCN2c2ccccc21	-4%	-3%	0.3%	-10%	7%
CCCn1c(-c2ccc(OC)cc2)nc2ccccc21	-13%	-11%	i	65%	9%	inhibitors of VEEV 10K pilot screen=1.0
CCOC(=O)c1cnc2c(-c3ccccc3)cnn2c1N	-1%	12%	9.6%	-6%	0%
C[C@@H](C(=O)CC(=O)OC(C)(C)C)[C@@H](O)c1ccccc1	-4%	3%	0.7%	8%	-14%
COc1ccc(N2C(=O)NC(NC(=O)c3ccncc3)(C(F)(F)F)C2=O)cc1 (centres undefined)	-10%	nt	1.9%	nt	-8%
Cc1ccc(CC(=O)NC2CCCc3ccccc32)cc1C (centres undefined)	10%	5%	0.2%	14%	4%
O=C(COC(=O)c1cc(=O)[nH]c2ccccc12)NCc1ccc(Cl)cc1	-18%	-2%	0.8%	7%	nt
CN(CC1CCCCO1)C(=O)c1cc(COc2ccc(F)cc2Cl)on1 (centres undefined)	4%	1%	i	21%	-8%
CCOC(=O)c1cnc2ccccc2c1Nc1ccc2c(c1)OCCO2	33%	3%	7.1%	12%	-5%
O=[N+]([O-])c1ccccc1N/N=C1\CC2CC=CC12 (centres undefined)	22%	-2%	0.8%	7%	1%
